Assay outcomes: PubChem, several laboratories
TMEM16A act = mouse TMEM16A channel activation, primary screen | HEK293 TMEM16A/YFP-H148Q/I152L, iodide quench fluorescence; stronger effect = lower value | AID 623877 | 340,000 tested, 0.3% active | Q8BHY3 | B-score at 10 µM;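 active means fluorescence-ratio B-score plate-corrected deviation score at least 3 library SD below zero, with starting fluorescence score within 5 deviations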;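 further: channel opened by trigger with iodide after compound preincubation; score built on the fluorescence ratio of max minus min over baseline; more negative score means more quench and so TMEM16A activation or potentiation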
TRPC6 inhibitor = blocks the mouse TRPC6 cation channel | HEK293-TRPC6, membrane potential dye, ACh-evoked depolarization; stronger effect = lower value | B-score at 10 µM | 310,000 tested, 1.1% active | Q61143;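 active means B-score under library mean minus 3 SD, initial fluorescence not abnormally high, positive integrated signal ratio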;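 further: B-score derived from integrated fluorescence ratio over the kinetic read; more negative B-score means stronger inhibition of depolarization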
TRPC6 act = activators of mouse TRPC6 channel. Q61143. HEK293-TRPC6 membrane potential dye fluorescence; stronger effect = higher value. B-score at 10 µM. 310,000 tested, 0.13% active. AID 2550;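 active means B-score of the integrated fluorescence ratio above library mean plus 3 SD, and starting fluorescence ratio within library mean plus 5 SD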;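 further: higher score means more depolarization so channel activation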
MrgX1 ag = human MrgX1 receptor agonism, primary screen; 310,000 tested, 0.44% active; MrgX1-HEK293 cells, Fluo-4 calcium fluorescence, agonist mode; stronger effect = higher value; B-score at 10 µM; AID 588627;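 active means calcium response B-score plate-corrected fluorescence ratio at least 3 library SD, with starting fluorescence B-score inside 5 SD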
Target sequence (Q96LB2 whole entry, looked up): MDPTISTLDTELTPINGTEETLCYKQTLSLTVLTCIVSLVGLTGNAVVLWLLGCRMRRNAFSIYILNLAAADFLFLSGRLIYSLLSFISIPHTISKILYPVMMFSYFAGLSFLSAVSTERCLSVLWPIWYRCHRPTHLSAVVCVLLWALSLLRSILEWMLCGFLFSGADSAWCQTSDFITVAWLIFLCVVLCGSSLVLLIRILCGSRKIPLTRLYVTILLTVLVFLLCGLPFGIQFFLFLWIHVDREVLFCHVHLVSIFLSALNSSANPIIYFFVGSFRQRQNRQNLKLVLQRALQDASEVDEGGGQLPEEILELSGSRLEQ
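Material – MrgX1-expressing HEK293 cells · Input – 15,000 cells seeded per well · Dosing – compound as first of three additions · Times – overnight seeding, then 1 h dark dye loading · Measured by – kinetic Fluo-4 NW fluorescence of intracellular calcium · Read-out – B-scored fluorescence response ratio · Benchmarks – positive and negative control wells on each plate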
RGS4 pot = RGS4 potentiation or activation. AID 463111. HEK293 M3R/inducible RGS4, carbachol calcium flux Fluo4; stronger effect = lower value. B-score at 10 µM. 310,000 tested, 0.92% active;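 active means B-score of the integrated calcium signal more than 4 SD below the library mean, with starting fluorescence not abnormally high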;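 further: negative B-score means reduced calcium response which marks RGS4 activation or potentiation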
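Detection: kinetic calcium fluorescence imaging with Fluo4-AM dye, 2 µM / Material: HEK293 cells with stable M3R and inducible RGS4 / Schedule: recording 10 s baseline at 1 Hz, 100 s post-agonist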
MrgX1 PAM = human MrgX1 positive allosteric modulation, primary screen. Q96LB2. MrgX1-HEK293, Fluo-4 calcium flux, FDSS; stronger effect = higher value. B-score at 10 µM. 310,000 tested, 0.63% active. AID 588675;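 active means plate-corrected calcium response at least 3 library SD above typical, normal starting fluorescence, not activating the receptor alone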;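 further: compound read alongside a low EC10 to EC30 dose of BAM8-22 agonist; peak minus trough fluorescence over baseline measured at the second addition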
HDAC3 inh = blocks human histone deacetylase 3 | O15379 | recombinant HDAC3, fluorogenic peptide/trypsin coupled, fluorescence | inhibition, % at 8.3 µM | 320,000 tested, 0.15% active | AID 2718; in the data active means inhibition above about 26%, passing the limit was not always enough
Target sequence (O15379 whole entry, looked up): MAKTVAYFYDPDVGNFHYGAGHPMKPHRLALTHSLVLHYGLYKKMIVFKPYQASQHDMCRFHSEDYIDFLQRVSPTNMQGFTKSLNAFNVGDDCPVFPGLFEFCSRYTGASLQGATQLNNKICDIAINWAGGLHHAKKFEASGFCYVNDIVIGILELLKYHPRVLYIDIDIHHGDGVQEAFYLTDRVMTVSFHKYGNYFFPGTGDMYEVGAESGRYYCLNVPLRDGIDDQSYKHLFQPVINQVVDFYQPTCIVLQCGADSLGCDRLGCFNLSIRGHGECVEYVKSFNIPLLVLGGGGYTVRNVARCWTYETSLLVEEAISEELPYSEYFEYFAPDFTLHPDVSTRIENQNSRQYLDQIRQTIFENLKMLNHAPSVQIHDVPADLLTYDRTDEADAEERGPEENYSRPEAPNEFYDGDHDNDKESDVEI
RGS4 inh = human RGS4 inhibition. P49798. HEK293 M3R/RGS4 inducible, Fluo-4 calcium flux; stronger effect = higher value; triggered by carbachol at its EC20. B-score at 10 µM. 310,000 tested, 0.45% active. AID 463165;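 active means B-score, a plate-corrected calcium signal, over three deviations above library mean, with baseline fluorescence within five deviations of library mean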;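 further: RGS4 expression induced by doxycycline in cells with stable M3 receptor; B-score is computed from the integrated fluorescence ratio over baseline after carbachol; higher B-score means a larger calcium signal and so more RGS4 inhibition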
Target sequence (P49798 whole entry, looked up): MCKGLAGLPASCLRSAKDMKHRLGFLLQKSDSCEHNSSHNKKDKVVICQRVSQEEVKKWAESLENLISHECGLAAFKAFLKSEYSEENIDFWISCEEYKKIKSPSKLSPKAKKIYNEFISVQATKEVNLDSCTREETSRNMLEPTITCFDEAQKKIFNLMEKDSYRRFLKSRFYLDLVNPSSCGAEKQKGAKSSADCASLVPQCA
MrgX1 antagonist = blocks BAM8-22 activation of human MrgX1 receptor. B-score at 10 µM. AID 588676. 310,000 tested, 1.3% active. MRGX1-HEK293 calcium flux, Fluo-4, BAM8-22 antagonism; stronger effect = lower value. Q96LB2;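 active means calcium-response B-score plate-corrected more than 3 library SD below zero, starting fluorescence within 5 deviations, no agonist response on first addition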;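 further: peak minus trough fluorescence over baseline after final BAM8-22 challenge near maximal dose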
SKKanGAS inh = SKKanGAS growth inhibition | inhibition, % at 7.5 µM | 300,000 tested, 1.3% active | S. pyogenes SKKanGAS, kanamycin growth, BacTiter-Glo, 6 h | AID 1662;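 active means mean replicate score, as percent of positive control median, at least 50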;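 further: strain carries kanamycin resistance gene driven by streptokinase promoter and grows in 40 µg/ml kanamycin; loss of luminescence reflects streptokinase promoter inhibition or plain growth inhibition; 0% = median of DMSO wells and 100% = positive control at its reference dose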
TMEM16A inh = inhibitors of mouse TMEM16A calcium-activated chloride channel. Q8BHY3. HEK293 TMEM16A/YFP iodide influx fluorescence, ionomycin. normalized B-score (activity score, 25-100; higher = stronger inhibition) at 10 µM. 310,000 tested, 1.2% active;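 active means ratio plate-corrected score three or more library SD toward inhibition, starting fluorescence score within five deviations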;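 further: score derived from kinetic fluorescence span divided by baseline fluorescence per well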
* marks the source's active call; other numbers are inactive results; i = inactive; / = not tested or not shown.

SMILES	TMEM16A act	TRPC6 inhibitor	TRPC6 act	MrgX1 ag	RGS4 pot	MrgX1 PAM	HDAC3 inh	RGS4 inh	MrgX1 antagonist	SKKanGAS inh	TMEM16A inh
COc1cc(NC(=O)c2ccco2)c(C(=O)OCC(=O)Nc2ncc(Cl)cc2Cl)cc1OC	i	i	i	i	i	i	1.8	i	i	-6.5	i
CCN(CC)CCN(C(=O)Cn1nnc(-c2ccc(C)o2)n1)C(C(=O)NC(C)(C)C)c1cccs1 (stereo not drawn)	i	i	17.9*	i	i	i	2.6	i	i	-3.2	i
Cc1cc(/C=N/NC(=O)c2cccs2)c(C)n1-c1ccccc1	i	i	i	i	i	i	14.1	i	i	1.8	i
CN(C)S(=O)(=O)N1CCC(Cc2ccccc2)CC1	i	i	i	i	i	i	-7.3	i	i	5.3	i
Cc1ccccc1-n1nnnc1SCCCC(=O)c1ccc(F)cc1	i	i	i	i	i	i	3.8	i	i	-8.3	100*
Cc1csc(NC(=O)c2cccnc2)n1	i	i	i	i	i	i	-10.0	i	i	2.3	i
CCCCN1CC(O)=C(c2nc3ccccc3s2)C1=N	i	i	i	i	i	i	-0.8	i	i	1.9	i
COc1ccc(NC(=O)c2oc3ccccc3c2NC(=O)COc2ccccc2OC)c(OC)c1	i	i	i	i	i	i	0.3	i	i	-8.6	i
CCOC(=O)CN(C(=O)COc1ccc2c(C)cc(=O)oc2c1)c1ccc(OCC)cc1	i	i	i	i	i	i	0.6	i	i	0.1	i
CCOC(=O)CC(=O)CSc1nc2c(cc1C#N)CCCCC2	i	i	i	i	i	i	-10.2	i	i	2.0	i
Cc1ccc([N+](=O)[O-])c(OCCN2CCC(Cc3ccccc3)CC2)c1	i	i	i	i	i	i	3.9	i	i	0.2	i
COC(=O)c1sccc1NC(=O)C12CC3CC(CC(C3)C1)C2	i	i	i	i	i	i	-2.6	i	i	17.2	i
CCOC(=O)Cc1csc(NC(=O)CC)n1	i	i	i	i	i	i	6.3	i	i	2.4	i
Cn1c(=O)cc(OCC(=O)NCCCN2CCN(c3cccc(Cl)c3)CC2)c2ccccc21	i	i	i	i	i	i	-6.3	i	i	1.9	i
CC(C)CNS(=O)(=O)c1ccc(CCC(=O)Nc2ccc3c(c2)OCO3)cc1	i	i	i	i	i	i	2.9	i	i	-2.8	i
COc1ccccc1CNC(=O)CCCN1C(=O)COc2ccc(C)cc21	i	i	i	i	i	i	-8.5	i	i	-10.4	i
C/C(N)=C(/C#N)C(=O)COC(=O)Cc1coc2ccc3ccccc3c12	i	i	i	i	i	i	-0.1	i	i	-0.7	i
N#Cc1c(F)cccc1NCc1cccnc1	i	i	i	i	i	i	-1.9	i	i	-12.5	i
Cc1ccc(S(=O)(=O)/C(C#N)=C/c2c(N3CCCCC3)nc3ccccn3c2=O)cc1	i	i	i	i	i	i	-8.2	i	i	1.9	i
Cn1c(N)c(C(=O)c2cc(-c3ccccc3)nc3ccccc23)c(=O)n(C)c1=O	i	i	i	i	i	i	3.1	i	i	4.4	i
Cc1cc(C)cc(NC(=O)C(c2ccccc2)N2CCCC2)c1 (stereo not drawn)	i	i	i	i	i	i	-2.9	i	i	-0.5	i
CC1(C(=O)N2CCC(CC3CC(c4cccc(Br)c4)=NO3)(C(=O)NCC3CCCCC3)CC2)CC1 (stereo not drawn)	i	i	i	i	i	i	1.0	i	i	9.8	i
COc1ccc(Br)cc1/C=N/n1c(-c2ccccc2)n[nH]c1=S	i	i	i	i	i	i	3.1	i	i	2.9	i
CC(C(=O)OCC(=O)c1ccc([N+](=O)[O-])cc1)N1C(=O)C2C3CCC(C3)C2C1=O (stereo not drawn)	i	i	i	i	i	i	-6.0	i	i	12.0	i
CC(=O)Nc1ccc(Oc2ccc3c(c2)C(=O)NC3=O)cc1	i	i	i	i	i	i	2.4	i	i	5.3	i
CN(C)C(/C=C/Nc1ccc(O)cc1)=C(C#N)C#N	i	i	i	i	i	i	1.5	i	i	-13.8	i
Cc1ccc(CN(Cc2ccco2)C(=S)NCC(=O)NCc2cccnc2)cc1	i	i	i	i	i	i	0.3	i	i	1.5	i
Fc1ccc(Nc2ncnc3sc4c(c23)CCC4)cc1F	i	i	i	i	i	i	4.9	i	i	6.3	i
CC(C)C(=O)Nc1nnn(C)n1	i	i	i	i	i	i	0.6	i	i	0.8	i
O=C(CSc1nnc(Cc2ccccc2)o1)NCCc1ccccc1	i	i	i	i	i	i	0.9	i	i	-12.0	i
CCN1CCN(Cc2ccc(NC(=O)c3ccc(C)c(NC(=O)c4ccnnc4)c3)cc2C(F)(F)F)CC1	i	i	i	i	i	i	-6.8	i	i	1.9	i
O=C(Cc1cccs1)Nc1ccccc1C(=O)O	i	i	i	i	i	i	-4.4	i	i	5.4	i
CCOC(=O)c1[nH]c(Cc2[nH]c(C(=O)OCC)c(C)c2CCC(=O)OC)c(CCC(=O)OC)c1C	i	i	i	i	i	i	14.6	i	i	7.7	i
CCOC(=O)CSc1ncnc2c1cnn2-c1ccccc1	i	i	i	i	i	i	-3.1	i	i	-4.1	i
Cc1cc(C(=O)COC(=O)c2csc3c2CCCC3)c(C)n1C	i	i	i	i	i	i	0.3	i	i	-3.6	i
CCSC1=NCCN1S(=O)(=O)c1ccc(NC(C)=O)cc1	i	i	i	i	i	i	2.9	i	i	5.1	i
CN1C(=O)/C(=C2\SC(=S)N(NC(=O)c3cccnc3)C2=O)c2ccccc21	i	i	i	i	i	i	-0.2	i	i	0.7	i
Cc1ccc(S(=O)(=O)N2CCOCC2)cc1C(=O)NC(=S)N1CC(C)OC(C)C1 (stereo not drawn)	i	i	i	i	i	i	/	i	i	2.6	i
COc1cc(C)ccc1OCCOc1c(C)cccc1Cl	i	i	i	i	i	i	-1.7	i	i	22.9	i
C/C(=C\C(=O)c1ccncc1)Nc1ccccc1O	i	i	i	i	i	i	15.2	i	i	-0.1	i
Cc1ccc(NC(=O)c2oc3ccccc3c2NC(=O)C2CCCO2)cc1C (stereo not drawn)	i	i	i	i	i	i	10.1	i	i	8.9	i
CCC(CC)C(=O)Nc1cccc(/C(C)=N/NC(=O)c2ccccc2Cl)c1	i	i	i	i	i	i	1.5	i	i	19.8	i
CC1CCN(CC(=O)Nc2sc3c(c2C#N)CCC3)CC1	i	i	i	i	i	i	-1.0	i	i	-3.2	i
CC(C)CNC(=O)C(=O)NCCC1CCCCN1S(=O)(=O)c1cccs1 (stereo not drawn)	i	i	i	i	i	i	-6.5	i	i	-6.9	i
O=C1CC(N2CCN(c3ccccn3)CC2)C(=O)N1c1ccc(F)cc1 (stereo not drawn)	i	i	i	i	i	i	8.6	i	i	-6.3	i
CC12CCC(C(=O)Nc3cc(Cl)ccc3Cl)(C/C1=N\O)C2(C)C (stereo not drawn)	i	i	i	i	i	i	-10.6	i	i	-4.3	i
Cc1ccc(C(=O)N(Nc2nc3ccccc3s2)C(=O)c2ccc(C)cc2)cc1	i	i	i	i	i	i	-14.9	i	i	5.1	i
Cc1nn(-c2cccc(Cl)c2)c(Cl)c1/C=N/NC(=O)c1cccnc1	i	i	i	i	i	i	0.4	i	i	-4.2	i
Cc1cc(O)c(C(=O)/C=C/c2ccccc2)c(=O)o1	i	i	i	i	i	i	3.2	i	i	17.5	i
Cc1cc(C)c(C#N)c(Cl)n1	i	i	i	i	i	i	-2.3	i	i	-4.6	i
CC(C)(C)Nc1nc(Oc2ccc(=O)n(-c3ccccc3)n2)nc(N2CCOCC2)n1	i	i	i	i	i	i	-4.0	i	i	-0.4	i
CC(C)OCCCNC(=O)CCCC(=O)Nc1ccc(OCCc2ccccc2)cc1	i	i	i	i	i	i	2.9	i	i	3.9	i
CCn1c(SCC(=O)Nc2cccc(NC(=O)c3cccs3)c2)nnc1-c1ccncc1	i	i	i	i	i	i	-1.4	i	i	2.7	i
O=C(CS(=O)(=O)c1ccccc1)Nc1ccc(N2CCOCC2)cc1	i	i	i	i	i	i	10.4	i	i	-3.6	i
O=C(Nc1ccc(N2CCOCC2)c(Cl)c1)C1CCCCC1	i	i	i	i	i	i	-4.3	i	i	-2.4	i
COc1ccc(OC)c(NC(=O)[C@H]2CC=CC[C@H]2C(=O)O)c1	i	i	i	i	i	i	-6.5	i	i	0.6	i
Cc1cccc(N(CC(=O)NCc2ccco2)C(=O)CCC(=O)Nc2ccccn2)c1C	i	i	i	i	i	i	4.5	i	i	-4.2	i
C=CCOc1ccc(/C(CC)=N/O)cc1OC	i	i	i	i	i	i	-11.2	i	i	2.8	i
CC1CCCCN1c1ncnc2ccccc12 (stereo not drawn)	i	i	i	i	i	i	-2.5	i	i	-13.5	i
CCCS(=O)(=O)c1ccc(COC(=O)c2ccc(NC(C)=O)cc2)cc1	i	i	i	i	i	i	-2.4	i	i	-16.7	i
More results:
SMILES	TMEM16A act	TRPC6 inhibitor	TRPC6 act	MrgX1 ag	RGS4 pot	MrgX1 PAM	HDAC3 inh	RGS4 inh	MrgX1 antagonist	SKKanGAS inh	TMEM16A inh
CC(C(=O)N1CCc2ccccc21)N1CCN(Cc2ccccc2)CC1 (stereo not drawn)	i	i	i	i	i	i	-9.5	i	i	11.4	i
COc1ccc(/C=C/C(=O)OCc2cc(=O)n3c(n2)sc2ccccc23)cc1	i	i	i	i	i	i	1.2	i	i	3.4	i
CCCCn1c(-c2csc3ccccc23)n[nH]c1=S	i	i	i	i	i	i	16.1	i	i	/	i
COc1ccc2[nH]c3nc(SCc4nnc(-c5ccccc5)o4)nnc3c2c1	i	i	i	i	i	i	-8.2	i	i	13.4	i
CC[N+](CC)(CC(=O)Nc1c(C)cccc1C)Cc1ccccc1	i	/	/	i	/	i	5.0	/	i	/	i
CCn1c(SCC(=O)Nc2ccc(C(=O)OC)cc2)nnc1-c1cccs1	i	i	i	i	i	i	3.6	i	i	/	i
COc1ccccc1CNCc1cc(=O)oc2c(C)c(C)ccc12	i	i	i	i	i	i	6.1	i	i	19.4	i
CCOC(=O)N1N=C(c2ccc(C)cc2)CC1(O)C(F)(F)F (stereo not drawn)	i	i	i	i	i	i	1.4	i	i	-13.2	i
Cc1ccc(Nc2nc(Cl)nc(NC(C)(C)C)n2)cc1	i	i	i	i	-8.18*	i	7.9	i	i	41.1	i
O=C(NNC1=NS(=O)(=O)c2ccccc21)c1ccc(Cl)cc1	i	i	i	i	i	i	9.7	i	i	0.0	i
